Bioassay records as filed in PubChem.
S1P2 blocker = blocks the human S1P2 receptor. O95136. cell-based S1P2 antagonist assay, inhibition at 5 uM. inhibition, % at 5 µM. actives 0.21% (n = 97,000). AID 736; in the data active = inhibition above about 45%;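 also: CRE beta-lactamase reporter cells expressing human S1P2 stimulated with S1P; 0% = agonist at EC80 alone and 100% = agonist plus reference antagonist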
Target sequence (O95136 whole entry, looked up): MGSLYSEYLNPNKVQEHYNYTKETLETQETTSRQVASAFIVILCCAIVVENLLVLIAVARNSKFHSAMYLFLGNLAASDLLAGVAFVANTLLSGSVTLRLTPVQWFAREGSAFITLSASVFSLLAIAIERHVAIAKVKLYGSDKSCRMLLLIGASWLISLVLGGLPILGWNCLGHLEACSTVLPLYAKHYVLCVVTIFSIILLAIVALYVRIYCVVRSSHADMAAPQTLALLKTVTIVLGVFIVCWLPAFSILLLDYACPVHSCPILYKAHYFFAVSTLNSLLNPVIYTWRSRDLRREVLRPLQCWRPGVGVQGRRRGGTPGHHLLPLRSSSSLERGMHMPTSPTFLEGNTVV
sEH inh = soluble epoxide hydrolase (human) inhibition; recombinant human sEH enzymatic activity assay; inhibition, % at 2 µM; AID 707; actives 0.34% (n = 91,000); P34913; in the data active = inhibition above about 80%; also: values of inactives mirror those of a sister screen read the other way; many of its hits are not listed in these tables
Target sequence (P34913 whole entry, looked up): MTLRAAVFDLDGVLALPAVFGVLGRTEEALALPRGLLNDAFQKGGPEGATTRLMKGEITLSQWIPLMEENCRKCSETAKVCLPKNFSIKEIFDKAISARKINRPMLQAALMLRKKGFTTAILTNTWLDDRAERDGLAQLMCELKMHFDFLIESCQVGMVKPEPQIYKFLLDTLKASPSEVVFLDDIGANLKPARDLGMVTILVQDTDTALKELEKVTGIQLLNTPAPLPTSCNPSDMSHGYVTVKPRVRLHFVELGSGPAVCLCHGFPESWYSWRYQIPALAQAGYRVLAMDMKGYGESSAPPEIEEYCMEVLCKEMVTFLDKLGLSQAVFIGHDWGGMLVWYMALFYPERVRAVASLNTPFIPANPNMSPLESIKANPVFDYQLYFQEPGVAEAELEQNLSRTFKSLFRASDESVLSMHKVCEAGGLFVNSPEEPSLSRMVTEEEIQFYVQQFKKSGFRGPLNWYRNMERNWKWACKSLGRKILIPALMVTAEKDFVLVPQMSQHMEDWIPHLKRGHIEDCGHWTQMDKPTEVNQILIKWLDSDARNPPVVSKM
S1P2 agonist = activates the human S1P2 receptor; O95136; S1P2-expressing cell line, agonist reporter read-out; actives 0.46% (n = 97,000); activation, % at 4.5 µM; in the data active = activation above about 16%;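 also: 0% = vehicle low control and 100% = maximal reference agonist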
sEH act = increases human soluble epoxide hydrolase activity; P34913; actives 0.04% (n = 91,000); purified human sEH enzymatic activity, activator screen; AID 717; activation, % at 2 µM; in the data active = activation above about 37%; also: values of inactives mirror those of a sister screen read the other way
PostGolgi yeast = growth inhibition of a yeast mutant, post-Golgi transport screen; inhibition, % at 10 µM; post-Golgi transport phenotypic cell assay; actives 0.9% (n = 98,000); AID 739;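 also: yeast cells grown in 1536-well plates; yeast grown about 18 h at 30C before absorbance read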
DAT uptake mod = changed human dopamine transporter uptake under cocaine IC80. Q01959. LLC-PK1 hDAT cells, [14C]-dopamine uptake with cocaine IC80; actives deviate in either direction. B-score at 10 µM. actives 1.3% (n = 110,000);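 active = Z score or B-score, a plate-position-corrected score, falls beyond the plate's 99.7% confidence bounds, in either direction; inactive = both scores lie inside the 99.7% bounds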;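 also: scored against the spread of the other compound wells on the same plate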
CYP2C19 act = cytochrome P450 2C19 (human) activation | 96,000 tested, under 10 active | recombinant CYP2C19, luciferin-H EGE luminescence; hits give high values; 0 = fully inhibited enzyme, 1 = untreated enzyme | P33261 | AID 1025 | activation factor at 5 µM;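 active = activation factor of at least 2 at 5 µM in the primary screen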;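 also: 0 = wells with 2.5 mM tranylcypromine and 1 = vehicle-only wells; values of inactives mirror those of a sister screen read the other way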
CYP2C19 inhib = human CYP2C19 inhibition | inhibition, % at 5 µM | AID 778 | actives 21% (n = 96,000) | CYP2C19 Supersomes, luciferin-H EGE luminescence, 30 min;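 active = CYP2C19 inhibition above a set limit at 5 µM in the primary screen, cut at about 50% in these data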;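 also: plate controls were negative control wells for no effect and 2.5 mM tranylcypromine positive control for full effect; values of inactives mirror those of a sister screen read the other way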
PostGolgi ctrl = yeast control strain growth, post-Golgi counter-screen | efflux-deficient yeast background strain, growth absorbance A615, 16 h | inhibition, % at 10 µM | actives 5% (n = 98,000)
Active calls of the source: *; . = not tested or not shown. Rule as the data show it, unless noted: active = inhibition above about 30%; inactive = the rest.

SMILES	S1P2 blocker	sEH inh	S1P2 agonist	sEH act	PostGolgi yeast	DAT uptake mod	CYP2C19 act	CYP2C19 inhib	PostGolgi ctrl
CCC(Sc1nnc(-c2ccc(C)c(Cl)c2)n1CC)C(=O)Nc1nccs1 (centres undefined)	.	.	.	.	-3	1.8	0.5	49	22
Cc1nc(N/N=C/c2ccccc2)nc(N(C)c2ccccc2)c1[N+](=O)[O-]	15	3	-4	-1	3	-1.1	0.9	5	15
COCCNc1nc(SCC(=O)N2CCN(c3ccccc3OC)CC2)nc2ccccc12	14	2	-5	-5	17	.	0.7	31	-7
COCCOC(=O)C1=C(C)N=C2SCCC(=O)N2C1/C=C/c1ccccc1 (centres undefined)	-3	0	-4	0	2	-1.6	0.2	81*	2
CC(=O)Nc1ccc(S(=O)(=O)N(C)CC(=O)Nc2ccccc2N2CCOCC2)cc1	13	.	-3	.	0	-0.88	0.9	13	4
O=C(NCc1cccs1)C(Cc1ccccc1)NS(=O)(=O)c1cccs1 (centres undefined)	12	-5	-4	2	13	0.0039	.	.	4
Cc1ccc(Cl)cc1NC(=O)COC(=O)CC1CC2CCC1C2 (centres undefined)	-21	13	-5	-14	19	1	0.8	24	-1
CCNc1nc(NCc2ccccc2)nc(Oc2ccc(=O)[nH]n2)n1	1	15	-3	-14	4	0.41	.	.	-2
C=C1c2cc(C)ccc2NC(=O)N1c1ccc(C)cc1	2	-6	-4	6	-1	0.096	0.4	56*	9
S=C(Nc1ccc(Br)cc1)N1CCN(C2CCCCC2)CC1	-5	-6	-5	7	8	0.22	1	-2	0
Cc1ccc(Cn2c(Sc3nnc(C)s3)nc3c2c(=O)[nH]c(=O)n3C)cc1	-3	3	-4	-1	-2	2.3	1.1	-8	2
CCN(CC)CCCN1C(=O)C(O)=C(C(=O)c2ccc(C)o2)C1c1ccco1 (centres undefined)	1	-11	-3	9	.	.	.	.	.
COc1ccc(Cl)cc1N(CC(=O)Nc1ccccc1SC)S(C)(=O)=O	-2	-16	-5	17	-10	-0.00061	0.1	92*	13
CC(C)(C)NC(=O)NC(=O)CN1CCN(c2ncc(C(F)(F)F)cc2Cl)CC1	-27	1	-3	1	-3	0.9	0.7	26	32*
Cc1cc(N2CCOCC2)nc(SCc2ccc(Cl)cc2Cl)n1	-2	-3	-2	3	0	0.15	0.5	48	42*
COc1cccc(C2=CC(c3cccc(OC)c3OC(F)F)n3nnnc3N2)c1 (centres undefined)	-14	13	-5	-11	-7	-0.27	0.6	42	7
Cc1cccc(C)c1NC(=O)Cn1c(=O)n(CCC(=O)NCc2ccco2)c(=O)c2sccc21	-25	4	-2	-6	2	-0.27	1	4	6
O=C(Nc1ccc(C(=O)N2CCCC2)cc1)c1ccc2c(c1)OCO2	10	-4	0	2	-1	0.17	0.6	42	-1
CC(=O)c1ccc(S(=O)(=O)N2CCN(c3nc4c(C)c(C)ccc4cc3C#N)CC2)cc1	46	10	-10	-5	.	-0.073	.	.	.
COC(=O)c1c(C(=O)OC)c(-c2ccc(Cl)c(Cl)c2)n2c1CCC2	8	-1	0	4	1	0.46	0.8	21	36*
CCOC(=O)Cn1nnnc1CN(Cc1ccc(OC)cc1)Cc1cc2cc(C)cc(C)c2[nH]c1=O	5	-1	-3	1	19	-0.34	1.1	-14	3
Cc1c(NC2=NC(C)(C)Cc3ccccc32)c(=O)n(-c2ccccc2)n1C	-4	-2	-6	4	.	-0.012	.	.	.
O=C(NNC(=O)c1ccccc1)C(=O)N1CCCCC1	12	-2	-1	4	5	-0.17	1.1	-15	5
O=C(Nc1nnc(Cc2ccc(Cl)cc2)s1)c1cccs1	-37	3	-4	-3	-2	-0.58	0.9	13	-3
O=C(CN1C(=O)c2ccccc2C1=O)Nc1nnc(C2CCCO2)s1 (centres undefined)	8	12	0	-10	-5	0.56	1.1	-14	-4
CCOC(NC(=O)c1ccccc1)C(NC(=O)c1ccccc1)OCC (centres undefined)	23	4	-2	-3	5	-0.31	0.5	53*	2
COc1cccc(NS(=O)(=O)c2ccc3c(c2)CCCN3C(C)=O)c1	-7	-2	-5	2	17	0.34	0	96*	3
CCSc1nnc(NC(=O)CSc2nnc(-c3c[nH]c4ccccc34)n2C)s1	-134	.	-1	.	-1	-0.59	0.7	30	0
COC(=O)c1cc(-c2ccc(OC)c(OC)c2)n[nH]1	-22	6	-1	-5	-4	-0.46	0.4	55*	0
CCOC(=O)C(NC(=O)c1ccc(OC)cc1)(OCC1(CC)COC1)C(F)(F)F (centres undefined)	20	-6	-2	5	7	0.91	0.6	38	-7
N#Cc1cccc2cnccc12	.	.	.	.	3	-2.9*	1	-3	-1
Cc1ccc(C)c(S(=O)(=O)Nc2ccc3sc(C)nc3c2)c1	-12	7	-6	-6	.	-0.64	.	.	.
CCOC(=O)c1sc2nc(NC(=O)COc3ccccc3)sc2c1C	24	-2	-4	3	0	-0.039	0.5	51*	-2
COc1ccc(C)cc1S(=O)(=O)NCCc1ccccc1	-10	-20	-3	19	7	0.51	0.5	54*	0
Cn1nnnc1SCC(=O)NCCCc1ccccc1	24	-12	-9	10	3	0.65	0.9	14	9
CCCCOC1(c2ccccc2)OC(=O)c2ccccc21 (centres undefined)	0	-6	-5	6	-2	-0.54	0.4	55*	10
Nc1c(C(=O)O)nnn1Cc1ccccc1	-36	12	-5	-11	4	-0.51	1.1	-8	-3
CC1(C)CC(=O)C(C=NCCN2CCN(CCc3ccccc3)CC2)=C(O)C1	-7	-17	-8	20	8	0.98	.	.	6
O=C(c1cccc(F)c1)n1nnc2ccccc21	6	2	-3	2	2	-1.5	1	-4	5
CCn1c2ccccc2c2nnc(SCC(=O)c3ccccc3)nc21	-36	5	-2	0	-1	0.83	0.6	36	6
Cc1cccnc1NC(=O)C1CCCN(S(=O)(=O)c2ccc3c(c2)oc(=O)n3C)C1 (centres undefined)	0	-10	-3	8	-3	0.087	0.8	23	3
CN(C(=O)c1ccc(S(=O)(=O)N2CCCC2)cc1)C1CCCCC1	-30	-7	-2	4	2	.	0.9	5	3
CCN(CC)S(=O)(=O)c1ccc2oc(C(=O)NCc3ccc(F)cc3)c(C)c2c1	.	.	.	.	0	2.7	0.4	58*	23
COC(=O)c1sccc1-n1cccc1C(=O)C(=O)N1CCCCC1	-12	3	-3	-3	-4	0.59	0.7	31	7
COc1cc(CN2CCC(C(=O)N3CCN(c4ccccc4F)CC3)CC2)cc(OC)c1O	11	8	-1	-9	9	-0.14	0.9	5	3
O=C(Cc1coc(-c2ccc(F)cc2)n1)N1CCOCC1	.	.	.	.	-1	0.13	0.5	50*	-2
CCOC(=O)c1cc(-c2ccc(F)cc2)n(CC(=O)N2CCCC2)c1C	12	-13	-5	10	-1	0.085	0.8	24	14
CCOc1ccccc1N(C(=O)CNS(=O)(=O)c1ccccc1)C(CC)C(=O)NCc1ccco1 (centres undefined)	-21	-12	-7	6	-7	-0.034	0.8	16	8
CC(C)C12CN3CC(C(C)C)(CN(C1)C31C(=O)Nc3ccccc31)C2=O (centres undefined)	0	9	-9	-11	-17	-0.15	1.2	-16	-4
Brc1ccccc1-c1nnc(CSc2nncn2-c2ccccc2)o1	5	-12	-8	11	7	0.71	0.3	68*	24

(cont.)
SMILES	S1P2 blocker	sEH inh	S1P2 agonist	sEH act	PostGolgi yeast	DAT uptake mod	CYP2C19 act	CYP2C19 inhib	PostGolgi ctrl
CN(C)CCCCNCCCNC(=O)/C=N\O	19	-6	0	6	0	-0.76	1.1	-8	22
O=C(CCn1nnc2ccccc21)Nc1nnc(Cc2ccc(F)cc2)s1	.	.	.	.	0	-0.6	0.9	11	-1
Cc1cc(C)nc(N2CCC(C(=O)Nc3nnc(C)s3)CC2)n1	12	.	0	.	7	-0.012	1	0	5
CCOC(=O)c1sc(C)c(C(N)=O)c1NC1=NCCCCC1	-3	3	-6	-3	0	0.011	0.9	13	-3
O=C(COc1ccc2c3c(c(=O)oc2c1)CCC3)c1ccc2c(c1)OCO2	-5	-16	-2	15	9	-0.14	0.4	58*	14
COc1ccc(N2CC(C(=O)Nc3ccc4c(c3)OCO4)CC2=O)cc1 (centres undefined)	8	0	-5	0	10	0.63	1.1	-12	3
CCOC(=O)c1nc(N)c(=O)n(-c2ccccc2)n1	-3	1	-10	2	-1	0.7	0.8	16	4
CCCc1n[nH]c2c1C(=O)C(C(=O)OC)C(C)(C)C2 (centres undefined)	.	.	.	.	29	0.71	0.1	86*	-8
COC(=O)c1cc(OC)c(OC)cc1N=CC1=C(O)CC(C)(C)CC1=O	-18	-13	4	14	5	0.019	0.7	27	-5
COc1cccc(CNc2ccc(S(=O)(=O)Nc3nccs3)cc2)c1O	-3	7	-2	-4	13	-0.29	1.1	-14	3
COc1cc2ccccc2c2c1CCCC2=O	-14	-9	0	9	-7	-2.4	0.4	59*	13
Cc1cc(NS(=O)(=O)c2ccc(Br)s2)no1	-19	1	1	2	.	-0.2	.	.	.
COc1ccccc1-c1cn(S(=O)(=O)c2ccc(F)cc2)nc1N	-1	-1	-3	0	0	-1.9	0	97*	7
CCOC(=O)N1CCN(C(=O)C2CCCN(Cc3nc(-c4ccc(Cl)cc4)oc3C)C2)CC1 (centres undefined)	6	-6	-5	8	-6	.	1	3	20
CCCCOC(=O)Cn1c(=O)c2c(nc3n2CCCCN3c2ccc(C)cc2)n(C)c1=O	22	-13	-4	12	-3	0.44	0.7	25	3
N#Cc1nc(Cc2ccccc2)oc1N1CCC(Cc2ccccc2)CC1	-9	-9	-4	11	-5	1.1	0.7	26	9
CCCOc1ccccc1-c1nc(SCCC(=O)O)n[nH]1	4	19	-4	-18	-5	0.37	1	-5	16
O=C(NCCN1CCOCC1)c1cc(=O)[nH]c2ccc(Br)cc12	-3	-7	-7	4	17	.	1.2	-22	20
CCOc1cc(C(=O)NCc2nnc(SCC(=O)OC)n2C)cc(OCC)c1OCC	.	.	.	.	-4	.	1	4	3
CCn1c(CNC(=O)c2cccc(C)c2)nc2ccccc21	-14	-3	0	7	8	0.67	0.8	19	16
O=S(=O)(c1ccccc1)N1N=C(c2cccs2)CC1c1ccc(Br)cc1 (centres undefined)	25	-5	-3	5	-2	0.12	0.8	21	26
CCN1CCN(S(=O)(=O)c2cc(C)c(OC)cc2C)CC1	12	-10	-1	16	4	-0.43	0.7	28	16
Cc1nn(-c2ccc(C(=O)Nc3nnc(C4CC4)s3)cc2)c(C)c1Cl	2	2	-7	-2	-13	-0.54	0.8	18	-3
Cc1ccc2c(c1)cc(CN(Cc1cccnc1)C(=O)NCc1ccccc1)c1nnnn12	6	0	-7	3	-6	0.5	0.1	90*	4
O=C(NCC(=O)N(c1cccnc1)C(C(=O)NC1CCCC1)c1ccco1)c1cccs1 (centres undefined)	0	-7	-3	10	0	.	0.8	21	3
CCCCNC(=O)OCCNC(=O)Oc1cccc(C)c1	11	7	-10	-4	5	1.3	0.9	9	-1
CCc1ccc(Nc2nnc(SCn3nnc4ccccc4c3=O)s2)cc1	-14	20	-6	-21	-2	0.68	0.8	17	4
CCOC(=O)CSc1nc(C)c2cc(OC)ccc2n1	1	0	-3	0	7	-1.5	0.8	24	8
CCOC(=O)C1CCN(S(=O)(=O)c2ccc(Br)c(OCC)c2)CC1	-4	7	-4	-6	-5	0.91	0.6	40	22
CCOC(=O)/C=c1\s/c(=C\c2ccccc2OC)c(=O)n1CC(=O)N1CCOCC1	9	7	1	-3	1	0.62	1.1	-9	4

Record cards (already shown).
Profile of Cc1c(NC2=NC(C)(C)Cc3ccccc32)c(=O)n(-c2ccccc2)n1C = S1P2 blocker: -4; sEH inh: -2; S1P2 agonist: -6; sEH act: 4; PostGolgi yeast: .; DAT uptake mod: -0.012; CYP2C19 act: .; CYP2C19 inhib: .; PostGolgi ctrl: .
Profile of N#Cc1cccc2cnccc12 = S1P2 blocker: .; sEH inh: .; S1P2 agonist: .; sEH act: .; PostGolgi yeast: 3; DAT uptake mod: -2.9*; CYP2C19 act: 1; CYP2C19 inhib: -3; PostGolgi ctrl: -1
